# Screening data as filed in PubChem BioAssay.
# GBA enhancer – GBA activity enhancers in patient fibroblasts, primary screen, cell-based. 30,000 tested, 0.44% active. activation, % at 10 µM. L444P Gaucher fibroblasts, 4-MU-glucoside fluorescence, 3 days; in the data active means activation above about 65%;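 further: 0% = vehicle wells and 100% = positive control wells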
# Target sequence (P04062 whole entry L483P): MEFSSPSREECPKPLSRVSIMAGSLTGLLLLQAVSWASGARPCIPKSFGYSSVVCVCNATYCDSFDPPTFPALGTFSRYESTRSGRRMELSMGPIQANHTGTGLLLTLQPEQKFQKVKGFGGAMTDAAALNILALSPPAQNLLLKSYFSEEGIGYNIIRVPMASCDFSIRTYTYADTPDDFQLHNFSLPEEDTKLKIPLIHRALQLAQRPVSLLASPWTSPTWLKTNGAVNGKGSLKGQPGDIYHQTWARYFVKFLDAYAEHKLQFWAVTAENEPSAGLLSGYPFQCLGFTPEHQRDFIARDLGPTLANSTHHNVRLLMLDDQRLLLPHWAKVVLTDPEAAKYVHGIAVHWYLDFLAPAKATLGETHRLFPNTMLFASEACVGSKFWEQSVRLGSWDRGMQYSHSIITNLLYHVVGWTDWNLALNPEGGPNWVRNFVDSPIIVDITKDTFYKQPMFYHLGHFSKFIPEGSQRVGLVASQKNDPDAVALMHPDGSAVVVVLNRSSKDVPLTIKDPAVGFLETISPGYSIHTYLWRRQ
# An asterisk follows results filed as active.
SMILES,GBA enhancer
O=C1c2[nH]nc(-c3ccccc3O)c2C(c2cccc(Cl)c2)N1CC1CCCO1 (stereo not given),5
O=C(CSc1nnc(CNC(=O)c2c(F)cccc2Cl)o1)NCc1ccc2c(c1)OCO2,-37
O=C(CSCc1cnn(-c2ccccc2)c1-n1cccc1)NCC1CCCO1 (stereo not given),10
Cc1nc(CNS(=O)(=O)c2cc(F)ccc2F)cs1,-22
CCOC(=O)CC(=O)CSc1nnc2c(n1)[nH]c1ccccc12,5
COc1ccc2[nH]cc(C(=O)CN3CCN(C/C=C/c4ccccc4)CC3)c2c1,-38
O=C(NCCCN1CCCCC1)c1ccc2c(c1)NC(=O)C(N1CCCCC1)S2 (stereo not given),13
COCCn1c(C)cc(C(=O)CSc2nnc(C)s2)c1C,-15
Nc1nc(SCC(=O)C23CC4CC(CC(C4)C2)C3)n[nH]1,-17
Cc1ccc(-n2nnnc2SCC(=O)N2CCc3ccccc3C2)c(C)c1,-24
O=C(CN1CCCC1=O)NC1(C(F)(F)F)NC(=O)N(Cc2ccccc2)C1=O (stereo not given),-13
CCn1c2ccccc2c2cc(NC(=O)c3ccco3)ccc21,30
O=C(Cc1ccccc1)Nc1ccc(NC(=O)C2CC2)nc1,15
O=C(Nc1ccc2c(c1)OCO2)C1Cc2ccccc2CN1S(=O)(=O)c1cccs1 (stereo not given),-18
CC(=O)C(C(C)=O)C(NC(=O)c1cccnc1)(C(F)(F)F)C(F)(F)F,-43
CNC(=O)CN(C1CCCCC1)S(=O)(=O)c1ccc(OC)c(Cl)c1,-20
CC(O)CNc1nc2c(c(=O)n(C)c(=O)n2C)n1Cc1cccc(Br)c1 (stereo not given),-12
CCOC(=O)N1CCC(Nc2c(-c3ccc(C)cc3)c(=O)c2=O)CC1,24
CCOc1cc2[nH]c(=O)n(CC3CCC(C(=O)NC(C)CC)CC3)c(=O)c2cc1OCC (stereo not given),-9
CCCCNc1c(C(=O)OCC)c(=O)[nH]c2ccccc12,-16
COc1ccc2oc(=O)c(C(=O)NCC3CCCO3)cc2c1 (stereo not given),61
COc1ccc(-c2nnn(CC(=O)c3ccccc3)n2)cc1OC,35
COc1ccccc1N(CN1CCCC1=O)C(=O)c1c(F)cccc1F,1
CS(=O)(=O)N(CC(=O)NCCSc1ccc(Cl)cc1)c1ccc2c(c1)OCO2,-5
COc1cccc(NC(=O)CSc2nnc(C)s2)c1,-35
SMILES,GBA enhancer
Nc1nnc(SCc2ccc(F)cc2)s1,-3
Cc1cc(C)c(C)c(S(=O)(=O)Nc2ccc(O)cc2)c1C,1
NCCc1nnc(SCc2ccc(F)cc2)o1,23
Cc1cc(NC(=O)Cc2cn3ccsc3n2)n(-c2ccccc2)n1,-19
CCc1nnc(NC(=O)CCN2C(=O)c3ccccc3S2(=O)=O)s1,-2
CCOc1ccccc1NC(=O)c1ccccc1-c1nc(-c2ccccc2OC)no1,14
CN(C)c1nc(N)nc(CSc2nnnn2-c2cccc3ccccc23)n1,-1
COC(=O)Cc1c(C)c2cc(Cl)c(OC(=O)c3ccco3)cc2oc1=O,-6
O=C(CSc1nc2ccccc2[nH]1)c1ccco1,5
Cc1ccnc(NS(=O)(=O)c2ccc(NS(=O)(=O)c3cccs3)cc2)n1,-15
Cc1cc(S(=O)(=O)NCCN(C)C)c(C)s1,0
COc1cc(NS(=O)(=O)c2ccc(OC)c(OC)c2)cc(OC)c1,-1
COCC(=O)Nc1cc(OC)ccc1OC,20
O=C(Nc1ccc(Cc2ccc(NC(=O)N3CCOCC3)cc2)cc1)N1CCOCC1,-11
CC(C)CNS(=O)(=O)c1ccccc1C(=O)N1CCCCC1,-49
Cc1cc(=O)[nH]c(Nc2cccc(C(F)(F)F)c2)n1,-21
N#Cc1nc(COc2ccccc2)oc1NCCCn1ccnc1,5
CC1CCC(C(=O)NC(C(=O)NCCCN2CCOCC2)C(C)C)CC1 (stereo not given),68*
CCOC(=O)c1nnn(-c2nonc2OC)c1-c1ccccc1,-1
CCCc1[nH][nH]c(=O)c1C(c1cccc(Cl)c1)C(C#N)C#N (stereo not given),6
O=C(O)c1cc(S(=O)(=O)Nc2ccc3oc(=O)sc3c2)ccc1O,31
Cc1ccc(SCC(=O)NCc2ccco2)cc1,-5
Cc1ccc(S(=O)(=O)N2CCN(c3nc4ccccc4nc3-n3nc(C)cc3C)CC2)cc1,2
N#C/C(=C\c1ccc(O)c(O)c1)S(=O)(=O)c1ccccc1,-32
O=C(NCc1nnc(SCC(=O)N2CCN(c3ccccc3)CC2)o1)c1ccco1,-50
SMILES,GBA enhancer
CCOC(=O)C1CCN(C(=O)N2CCOCC2)CC1,-8
COc1cc(CNc2ncn[nH]2)cc(Br)c1OC,-12
CCOC(=O)c1[nH]c2cc(OC)c(OC)cc2c1NC(=O)CN1CCN(C)CC1,-8
CCCCCCNc1c(C(=O)OCC)c(=O)[nH]c2ccccc12,-4
Nc1nsc2ccccc12,-18
CN(C(=O)c1cnccn1)c1nnc(-c2cnccn2)s1,15
Cn1c(=O)cc(-c2ccccc2)c2ccccc21,-13
Cc1cc(=O)[nH]c2c1c(C)nn2-c1ccccc1,5
COc1ccc(C(CNC(=O)c2ccc3c(c2)C(=O)N(CCC(C)C)C3=O)N2CCOCC2)cc1 (stereo not given),-3
Cc1cc(C)nc(N2CCC(C(=O)NCCc3ccc(F)cc3)CC2)n1,-35
CCC1CCCCN1C(=O)CSc1nnc(-c2ccc(Cl)s2)o1 (stereo not given),-2
CCn1cc(C(=O)NCc2ccco2)c(=O)c2cc(S(=O)(=O)N3CCC(C)CC3)ccc21,1
CCc1ccccc1NC(=O)c1cnc2scc(C)n2c1=O,-4
Cc1ccc(-c2noc(CCC(=O)NCCN3CCN(Cc4ccccc4)CC3)n2)cc1,-30
O=C(CCCN1CCC(c2ccccc2)C1)c1ccc2c(c1)OCCO2 (stereo not given),-22
Cc1cc(N2CCN(C(=O)c3ccco3)CC2)n2nc(-c3cccc(F)c3)cc2n1,31
CCOc1ccc(NC(=O)Cn2nnc(C(=O)NCc3ccccc3OC)c2N)cc1,-9
Cc1ccc(C)c(-n2c(CNC(=O)c3ccco3)nnc2SCC(=O)N2CCc3ccccc32)c1,-13
CCn1c(=O)c2c(nc3n2CC(C)CN3CCc2ccccc2)n(C)c1=O (stereo not given),-15
N/C(=N\O)c1ccc(NC(=O)c2ccc(Br)o2)cc1,6
O=C(Nc1ccccn1)C12CC3CC(C1)CC(C(=O)Nc1ccccn1)(C3)C2,18
O=C(CSc1nc(-c2ccco2)cc(C(F)(F)F)n1)Nc1ccc2c(c1)CCC2,1
CCOC(=O)Cc1csc(NC(=O)C2CCCCC2C(=O)O)n1 (stereo not given),-10
CN(Cc1ccccc1)S(=O)(=O)c1ccc(NC(=O)C2CCCO2)cc1 (stereo not given),2
Cc1cc(C)c2nc(N3CCN(C)CC3)c(C#N)cc2c1,-6

# Two neighbouring entries from above, for reference:
SMILES,GBA enhancer
CN(Cc1ccccc1)S(=O)(=O)c1ccc(NC(=O)C2CCCO2)cc1 (stereo not given),2
Cc1cc(C)c2nc(N3CCN(C)CC3)c(C#N)cc2c1,-6

# Some of the entries above, set out differently.
> Cc1cc(N2CCN(C(=O)c3ccco3)CC2)n2nc(-c3cccc(F)c3)cc2n1
  GBA enhancer: 31
> CCOc1ccc(NC(=O)Cn2nnc(C(=O)NCc3ccccc3OC)c2N)cc1
  GBA enhancer: -9

# (list continues)
SMILES,GBA enhancer
COCC(=O)N(Cc1nc2ccccc2c(=O)[nH]1)Cc1cccs1,-11
CCOC(=O)N1CCN(S(=O)(=O)c2cccs2)CC1,-44
CCOc1ccc(-n2c(SCc3ccc(C(=O)OC)o3)nc3c(c2=O)SCC3)cc1,3
CCN(CC)c1ccc(NC(=O)c2[nH]c(C)c(C(C)=O)c2C)c(C)c1,-22
CCCC(c1nnnn1CCC(C)C)N1CCC(C(N)=O)CC1 (stereo not given),-40
Cc1ccc(S(=O)(=O)c2c(N)n(CCN3CCOCC3)c3nc4ccccc4nc23)cc1C,13
CC(=O)Nc1ccc(N/C=C/C(=O)c2ccco2)cc1,-1
Cn1c(=O)c2c(nc(CN3CCN(C(=O)c4ccco4)CC3)n2CCCc2ccccc2)n(C)c1=O,-12
COc1ccc(-c2cn3c(C)c(C(=O)Nc4cccc(C)n4)sc3n2)cc1,-4
O=C(O)CCCCCn1c(SCC(=O)N2CCCC2)nc2ccsc2c1=O,-1
O=C(NCCCN1CCC(Cc2ccccc2)CC1)C1CCN(S(=O)(=O)N2CCOCC2)CC1,-45
COc1cc(C(=O)NCCC(=O)NCCCN2CCCCC2)cc(OC)c1OC,-10
CN(c1ccccc1C(=O)O)S(=O)(=O)c1ccc2c3c(cccc13)C(=O)N2,-9
O=C(CCCN1C(=O)c2ccccc2C1=O)NCCC1=CCCCC1,-22
CN1CCN(CC#CC(C)(O)C2CC3C=CC2C3)CC1 (stereo not given),-9
CCOC(=O)c1cccc(NC(=O)CSc2nnc(CNc3ccc(C)cc3)n2CC)c1,-17
CCOC(=O)CC(=O)Nc1nnc(C(C)C)s1,-5
Oc1cccc(Nc2nc(NCC3CCCO3)c3ccccc3n2)c1 (stereo not given),14
O=C(COC(=O)c1cc(-c2ccco2)nc2ccccc12)NCc1ccc2c(c1)OCO2,-24
Nn1c(SCc2nc3ccccc3[nH]2)nnc1-c1cccnc1,-7
CCCCn1c2nc3ccccc3nc2c2c(=O)n(CCC)cnc21,4
O=C(CSc1nnc(Cc2cccs2)n1C1CCCCC1)N1CCCc2ccccc21,13
O=C(Nc1ccccc1C(=O)NCc1ccco1)NC1CCCCC1,-8
Cc1cc(NC(=O)CSc2nc3sc4c(c3c(=O)n2C)CCCC4)no1,2
O=C(NCCN1C(=O)CSC1=O)c1ccccc1,7
SMILES,GBA enhancer
Cc1cc2ccccc2c(=O)n1CC(=O)Nc1ccc2c(c1)OCO2,53
COc1ccccc1C(=O)N1CCN(c2cccc(C(F)(F)F)c2)CC1,-23
CCNC(=O)CC1SC(=Nc2ccccc2C)N(C)C1=O (stereo not given),0
CCN(C(=O)c1coc(=O)c2ccccc12)c1cc(OC)ccc1OC,-32
CCC(=O)NCCc1cc2cc(C)c(C)cc2[nH]c1=O,-2
CCCc1cc(-c2[nH]ncc2-c2ccc3c(c2)OCCCO3)c(O)cc1O,5
CCCc1cc(=O)[nH]c(SCC)n1,-15
Cc1ccccc1CSc1nc2c(c(=O)[nH]1)CCC2,6
COc1ccc(NC(=O)C2CCCN(S(=O)(=O)c3c(C)n[nH]c3C)C2)c(OC)c1 (stereo not given),5
COCCN(CCOC)C(=O)c1sc2nc(-c3ccccc3)cn2c1C,-12
CCN(CC)S(=O)(=O)c1ccc(-c2nnc(SCC(=O)N3c4ccccc4CC3C)o2)cc1 (stereo not given),6
O=C(COC(=O)c1cccs1)NCC1CCCO1 (stereo not given),1
CCCC1c2ccc(C)n2CCN1C(=O)Nc1ccccc1Cl (stereo not given),-18
CCCCOC(=O)n1ccc(C(=O)Nc2ccccc2OC)n1,-4
Cc1ccc(NC(=O)COC(=O)Cn2c(C)csc2=O)cc1,1
Cc1cc(NC(=O)CSc2nc(C3CCCCC3)nc3ccccc23)no1,-14
CC1(C)S[C@@H]2[C@H](NC(=O)[C@H](C(=O)O)c3ccsc3)C(=O)N2[C@H]1C(=O)O,-39
COC(=O)c1ccc(NC(=O)CCn2cccc2)cc1,-6
Cc1cn(COC/C=C/c2ccccc2)c(=O)[nH]c1=O,-2
COCCc1nnc(NC(=O)Cc2ccccc2)s1,-5
COc1cc2c(cc1NC(=O)CCCN1C(=O)CCC1=O)oc1ccccc12,-5
C=CCn1c(N2CCCCCC2)nc2c1c(=O)n(C)c(=O)n2C,-26
CN(C)c1ccc(C2OC(=O)C3(CCCC3)C(=O)C2(C)C)cc1 (stereo not given),2
O=C(CSc1nnc(Cc2ccccc2)o1)N1CCCc2ccccc21,-31
CCOc1ccccc1N(C(=O)CNC(=O)c1ccco1)C(C(=O)NC1CCCC1)c1cccnc1 (stereo not given),-6
SMILES,GBA enhancer
CC1=CS/C(=C(/C#N)C(=O)N2CCCCC2)N1c1ccccc1,3
COc1ccc(/C(O)=C2/C(=O)C(=O)N(CCN(C)C)C2c2ccc(C)cc2)cc1Cl (stereo not given),9
CCOc1ccc(N2CC(C(=O)NCc3cccc(C)c3)CC2=O)cc1 (stereo not given),-24
CCOC(=O)Cn1nnnc1C(CC)N(Cc1cc2c(C)cc(C)cc2[nH]c1=O)C1CCCC1 (stereo not given),-25
O=C(CSc1nc2ccccc2[nH]1)N1CCN(c2ccc(F)cc2)CC1,-13
COc1cc(C(=O)OCC(=O)Nc2ccc3c(c2)OC(F)(F)O3)ccc1OCc1c(C)noc1C,-7
Cc1cnc(C(=O)OCC(=O)Nc2ccc(Oc3ccccc3)cc2)cn1,-6
CN(C)S(=O)(=O)N1CCN(c2ccc(Cl)cc2)CC1,-34
CCN(CC)c1ccc(NC(=O)c2cc(OC)cc(OC)c2)c(C)c1,-9
Cc1cc(=O)n2nc(N3CCCC3C(=O)NCCCN3CC(C)CC(C)C3)sc2n1 (stereo not given),-30
CCOC(=O)C1=C(O)C(Nc2nccs2)(C(F)(F)F)N=C1C (stereo not given),14
COc1ccc(S(=O)(=O)N2CCN(C(=O)CCC3CCCC3)CC2)cc1,0
O=C(COC(=O)c1ccc(S(=O)(=O)NCc2ccco2)cc1)NCCC1=CCCCC1,4
CCn1c(N)c(C(=O)N2CCOCC2)sc1=S,-23
O=C(CCC(=O)c1cccs1)Nc1ccccc1F,-9

# Laid out differently: results already given.
> COc1ccc(S(=O)(=O)N2CCN(C(=O)CCC3CCCC3)CC2)cc1
  GBA enhancer: 0
> CC1=CS/C(=C(/C#N)C(=O)N2CCCCC2)N1c1ccccc1
  GBA enhancer: 3
> O=C(COC(=O)c1ccc(S(=O)(=O)NCc2ccco2)cc1)NCCC1=CCCCC1
  GBA enhancer: 4

# Quoted at random: 2 compounds from above.
SMILES,GBA enhancer
CCOC(=O)Cn1nnnc1C(CC)N(Cc1cc2c(C)cc(C)cc2[nH]c1=O)C1CCCC1 (stereo not given),-25
O=C(CCC(=O)c1cccs1)Nc1ccccc1F,-9

# Not all compounds are listed (hit frequency here may not be typical).
